Assay outcomes as filed in PubChem.
OX1R antag-1: OX1R (HCRTR1) antagonists, primary screen, fluorescence, CHO/OX1R cells, Fluo-8 calcium, orexin A. Orexin/Hypocretin receptor type 1 (Homo sapiens), O43613. Fluo-8 calcium fluorescence. inhibition, % at 5 µM. actives 0.43% (n = 330,000). AID 434989, 2010;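 active = inhibition above its plate's threshold, mean inhibition of all tested compounds on the plate plus 3 SD, cut at about 37% in these data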;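 note: 0% = orexin A challenge wells and 100% = SB-334867-A antagonist wells; not every result past the cut was called active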
Target sequence (O43613 whole entry, looked up): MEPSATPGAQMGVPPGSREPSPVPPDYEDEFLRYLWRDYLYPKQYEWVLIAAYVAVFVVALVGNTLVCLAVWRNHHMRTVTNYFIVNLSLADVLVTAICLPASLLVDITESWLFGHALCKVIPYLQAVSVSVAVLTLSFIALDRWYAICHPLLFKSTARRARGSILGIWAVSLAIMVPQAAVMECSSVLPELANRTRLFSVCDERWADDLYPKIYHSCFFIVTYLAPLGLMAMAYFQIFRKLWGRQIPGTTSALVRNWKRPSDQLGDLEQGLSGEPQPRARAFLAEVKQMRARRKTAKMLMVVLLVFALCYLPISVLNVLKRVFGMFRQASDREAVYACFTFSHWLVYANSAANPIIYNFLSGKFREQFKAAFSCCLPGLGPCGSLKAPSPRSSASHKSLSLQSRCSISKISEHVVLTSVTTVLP
OX1R antag-2: antagonists of human orexin 1 receptor (OX1R) | Orexin/Hypocretin receptor type 1 (Homo sapiens), O43613 | OX1R-expressing cells, FRET antagonist read-out | inhibition, % at 6.6 µM | actives 1.8% (n = 330,000) | AID 485270, 2010; in the data active = inhibition mostly above about 38%, no sharp cut-off; inactive = mostly below about 40%;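 note: 0% = agonist challenge alone and 100% = reference antagonist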
Starred values were filed as active, the others as inactive.

SMILES	OX1R antag-1	OX1R antag-2
CC(=O)C1=C(C)NC(=O)NC1c1cccc([N+](=O)[O-])c1O (centres undefined)	-10.3	46.8
Cc1ccc(S(=O)(=O)NCc2ccccc2)cc1C(=O)N1CCCCCCC1	-21.1	16.9
Cc1ccc(Oc2ncccc2COC(=O)Nc2ccccc2C)cc1	-6.0	3.8
Fc1ccccc1COc1ccc(-c2nnn(Cc3ccccc3F)n2)cc1	-15.7	14.5
O=C(N/N=C/c1cccc(Oc2ccccc2)c1)c1cccc(Br)c1	-23.1	14.4
CN(C)C(=O)N1CCN(C(=O)N2CCOCC2)CC1	3.9	3.4
O=C(NNc1nc2ccccc2s1)c1ccc(F)cc1	2.6	16.9
COc1cccc(C(c2sc3nc(C)nn3c2O)N2CCc3ccccc3C2)c1 (centres undefined)	-21.8	15.6
Cc1ccc(NC(=O)C(=O)NN=C2CCCC2)cc1C	-24.9	19.2
CCc1ccc(/C([O-])=C(/C(=S)NCCN2CCOCC2)[n+]2ccccc2)cc1	-5.1	21.8
O=C(Cc1ccc(F)cc1)N/N=C/c1ccc(-c2ccc(Cl)c(C(=O)O)c2)o1	-21.8	28.0
CCN(CC(=O)NCCCN1CCOCC1)S(=O)(=O)c1cc(Cl)ccc1Cl	5.3	11.2
C[C@H](CO)N1C[C@H](C)[C@@H](CN(C)C(=O)NC2CCCCC2)Oc2c(cccc2N(C)C)C1=O	-13.1	4.8
COc1ccc(F)cc1S(=O)(=O)Nc1ccncc1	21.5	4.5
COc1ccc(C(C(=O)NC2CCCC2)N(CC2CCCO2)C(=O)Cc2cccs2)cc1OC (centres undefined)	-32.7	12.2
O=C(CCc1ccc(O)cc1)NNC(=S)NCCc1ccccc1	-2.4	3.6
CC(C)C(=O)N1CCN(c2ccccc2NC(=O)c2cccc(Cl)c2)CC1	-31.2	15.4
Cc1ccc2[nH]c(=O)c(CN(CCCN(C)C)C(=S)NCCc3ccccc3)cc2c1	-23.0	14.6
O=[N+]([O-])c1cccc(-c2cc(C(F)(F)F)n3nc(-c4ccccc4)cc3n2)c1	-6.0	6.8
CCn1c(-c2ccoc2C)n[nH]c1=S	-9.4	2.6
Cc1ccc(C(=O)O)cc1-c1ccc(/C=C2\SC(=O)N(CC(=O)Nc3ccc4c(c3)OCO4)C2=O)o1	-12.4	13.4
CC1(C)Cc2c(sc3nc4n(-c5ccccc5)cnn4c(=O)c23)CO1	-1.8	3.0
CC(=O)c1ccc(N(C(=O)Cn2nnc(-c3ccccc3)n2)C(C(=O)NC2CCCCC2)c2ccccn2)cc1 (centres undefined)	-25.9	11.1
OC1CCCN(c2c3c(nc4cc(-c5cccc(Cl)c5)nn24)CCC3)C1 (centres undefined)	4.3	16.7
O=C(NC1CCCCC1)C(c1cccnc1)N(C(=O)c1csnn1)C1CCCC1 (centres undefined)	-18.0	20.4
CC1(C2CC2)NC(=O)N(CC(=O)NCc2ccc(Cl)cc2Cl)C1=O (centres undefined)	-64.3	-1.5
O=C(CNC(=O)c1ccco1)NCC(c1ccco1)N1CCCCC1 (centres undefined)	-4.4	7.4
CCCC(=O)NCCCc1nc2ccccc2n1C	-10.7	-5.0
Clc1ccc(COc2cccc(CNCc3ccncc3)c2)cc1	-3.9	12.2
CCN(c1ccccc1)S(=O)(=O)c1ccc(Cl)c(NC(=O)COC(=O)C2CC2C)c1 (centres undefined)	27.5	17.4
Cc1cc(C)n(C(=O)CCC(=O)NCc2ccccc2)n1	-5.0	10.2
O=C(Nc1ccc(Cl)cc1)C1=Cc2ccccc2OC1	-9.7	27.5
Cc1ccc(NC2=CC(=O)CC(c3ccccc3)C2)cc1 (centres undefined)	-19.2	9.5
O=C(OCC(=O)N1CCN(C(=O)c2ccco2)CC1)c1cn(-c2ccccc2)nc1-c1ccccc1	-31.4	-0.8
COc1ccc(CC(=O)Nc2c3c(nn2-c2cccc(C)c2C)CS(=O)(=O)C3)cc1	-8.9	7.0
COc1ccc2[nH]c3c(c2c1)CCN1C(=O)N([C@@H](C)C(=O)NCCc2ccc(OC)c(OC)c2)C(=O)[C@]31C	-32.6	12.5
CCC(C)NCCOCCOc1ccc(F)cc1 (centres undefined)	-15.7	-1.4
CC(C)COc1ccc(C2NC(=O)NC2=O)cc1 (centres undefined)	-20.3	12.0
CCCN1CCN(C(=O)Cn2ncc3ccccc32)CC1	0.1	14.1
CN(C)C(=O)CCc1ccc2c3c([nH]c2c1)[C@]1(C)[C@@H](C(=O)N2CCCCC2)C[C@H](CC(=O)NCCC2=CCCCC2)C(=O)N1CC3	-30.3	10.5
O=C(CSc1nnc(-c2ccccc2O)o1)N1CCCCC1	-27.0	12.1
CCCc1cc(C(=O)NCc2ccc(OC)cc2)no1	-27.6	-6.7
O=C(NCCS(=O)(=O)N1CCN(c2ccccc2)CC1)c1ccc(Br)o1	-19.5	6.6
COc1ccccc1C1CCN(Cc2cccc3ccccc23)CC1	-31.0	-5.0
C/C(=C\c1ccccc1)CN1CCC(C(=O)N2CCCCC2)CC1	-11.4	8.7
N#Cc1ccc(Oc2nc(C#N)cc(-c3ccccc3)n2)cc1	-1.1	15.7
O=C(Cn1nc(-c2ccc(Cl)cc2)ccc1=O)NCCN1CCOCC1	-26.2	10.8
O=C(NCCO)/C(=C\c1ccco1)NC(=O)c1cccs1	-18.9	9.6
CCOC(=O)n1c(O)c(N=NC(N)=S)c2cc(C)ccc21	-11.7	9.9
CN(C)S(=O)(=O)N1CCC(Oc2cccc(C(=O)NC3CCOC3)c2)CC1 (centres undefined)	-23.5	-3.4
Cc1cc([N+](=O)[O-])ccc1NCc1ccccc1[N+](=O)[O-]	-8.1	43.6
N#Cc1ccc(C(=O)Nc2ccc([N+](=O)[O-])cc2)c(F)c1	-18.4	11.9
CCN1C(Nc2ccccc2)=NC[C@@H]1C	-26.0	29.2
COc1ccc(C(CNC(=O)COc2ccccc2OC)N(C)C)cc1OC (centres undefined)	8.4	0.5
O=C(CSc1nc2ncc(Cl)cc2[nH]1)Nc1ccccc1-c1ccccc1	20.6	34.6*
O=C(C[n+]1cc(-c2ccc(Cl)cc2)n2c1CCC2)Nc1nc(-c2ccccc2)cs1	-14.9	22.7
CCN(CC)C(=O)c1ccc(COc2ccccc2Cl)o1	-12.4	10.9
NS(=O)(=O)c1ccc(CNC(=O)Cc2cccs2)cc1	-3.7	-6.1
Nc1nnc(CC(=O)N/N=C/c2ccccc2OCc2ccc(F)cc2)s1	-22.4	7.8
COc1ccc(S(=O)(=O)N(C)c2ccc(C(=O)NCc3ccco3)cc2)cc1	-19.5	15.9

6 compounds picked at random from the list so far, as already listed:
SMILES	OX1R antag-1	OX1R antag-2
N#Cc1ccc(C(=O)Nc2ccc([N+](=O)[O-])cc2)c(F)c1	-18.4	11.9
O=C(N/N=C/c1cccc(Oc2ccccc2)c1)c1cccc(Br)c1	-23.1	14.4
CCCN1CCN(C(=O)Cn2ncc3ccccc32)CC1	0.1	14.1
CN(C)C(=O)CCc1ccc2c3c([nH]c2c1)[C@]1(C)[C@@H](C(=O)N2CCCCC2)C[C@H](CC(=O)NCCC2=CCCCC2)C(=O)N1CC3	-30.3	10.5
COc1cccc(C(c2sc3nc(C)nn3c2O)N2CCc3ccccc3C2)c1 (centres undefined)	-21.8	15.6
CCN1C(Nc2ccccc2)=NC[C@@H]1C	-26.0	29.2

Part of the list above, comma-delimited.
Structure,OX1R antag-1,OX1R antag-2
CCN(CC)C(=O)c1ccc(COc2ccccc2Cl)o1,-12.4,10.9
COc1ccc(C(CNC(=O)COc2ccccc2OC)N(C)C)cc1OC (centres undefined),8.4,0.5

(more compounds)
SMILES	OX1R antag-1	OX1R antag-2
CCOC(=O)/C(C#N)=C\c1c(C)cc(C)c(COC(C)=O)c1C	-26.4	1.5
Cc1cc(N2CCN(C(=O)c3ccco3)CC2)n2ncc(-c3ccccc3)c2n1	-26.6	28.7
CC1(C)NC(=O)N(Cc2cc(=O)n3ccsc3n2)C1=O	-7.1	8.4
CC(C)(C)Nc1nc(-c2ccccn2)nc2ccccc12	-21.5	-14.4
CCc1ccc2oc(C(=O)N3CCN(c4ccc(OC)cc4)CC3)cc(=O)c2c1	-30.2	-6.3
COc1ccc(OCc2nnc3n2N=C(c2ccc(Br)cc2)CS3)cc1	-14.2	4.7
CC(C)N(CCO)Cc1nc(C(c2ccccc2)c2ccccc2)no1	-36.0	11.8
COc1cc2c(cc1OC)CN(CC(=O)NC(=O)NCc1ccco1)CC2	-28.1	16.4
O=C(NC1CCCC1)C(c1ccco1)N(C(=O)c1ccco1)c1ccccc1 (centres undefined)	-26.5	11.1
O=C1CCCC2=C1C(c1ccsc1)CC(=O)N2c1ccccc1F (centres undefined)	-23.2	6.5
O=C(/C=C/c1cccc([N+](=O)[O-])c1)OCC(=O)c1ccccc1	1.3	28.0
Cc1cccc(N(C(=O)c2cnc3n(c2=O)CCS3)C2CCCCC2)c1	-31.4	17.4
COc1cc(C2C(C#N)=C(N)OC3=C2C(=O)CC(C)(C)C3)ccc1OCCN1CCOCC1 (centres undefined)	-4.3	30.6
O=S(=O)(c1ccccc1)N1CCCC1c1nc2ccccc2s1 (centres undefined)	-17.4	33.6
O=C(O)c1ccc(N2C(=O)c3[nH]nc(-c4ccccc4)c3C2c2ccccc2)cc1 (centres undefined)	-7.9	10.4
CCN1CCN(c2sc(S(C)(=O)=O)nc2S(=O)(=O)c2ccc(Cl)cc2)CC1	-20.5	9.4
CC1(C)CC(=O)c2c(nc(SCC(=O)Nc3nsc(-c4ccccc4)n3)c(C#N)c2-c2ccccc2)C1	-30.8	2.4
O=C(CSc1nc2nc3c(cc2c(=O)n1-c1ccccc1)CCCC3)Nc1cccc2ccccc12	-28.3	16.2
CC1c2cc3c(cc2CCN1C(=O)c1ccc(C(F)(F)F)cc1)OCCCO3 (centres undefined)	-41.9	27.0
CC(C)(CO)NCC(O)Cn1cc(C=O)c2ccccc21 (centres undefined)	-4.0	13.7
CN(C)S(=O)(=O)c1ccc(C(=O)Nc2nc(-c3cc4ccccc4o3)cs2)cc1	8.8	42.1
C=C(C)CNC(=S)Nc1cccc2cnccc12	-1.4	21.0
CCOC(=O)c1c(NC(=O)c2ccc(S(=O)(=O)N(C)CC3CCCO3)cc2)sc2c1CC(C)(C)NC2(C)C (centres undefined)	-27.4	9.7
Cc1ccc(C)c(NC(=O)[C@@H]2CCCN2S(=O)(=O)c2ccccc2F)c1	21.2	42.8*
CN(CCc1ccccn1)S(=O)(=O)c1ccccc1F	-5.7	4.7
CCOc1cc(/C=C\c2nc(O)c([N+](=O)[O-])c(=O)[nH]2)ccc1OC(C)C	-9.1	14.6
CCC(Oc1ccccc1)C(=O)NC1CCSC1=O (centres undefined)	-23.2	6.0
NC(=O)c1ccccc1NC(=O)C1CCCO1 (centres undefined)	-11.3	5.4
CCOC(=O)N1CCN(C(=O)c2cc(OC)cc(OC)c2)CC1	-17.9	3.6
O=C1CC(C(=O)Nc2ccc(F)cc2)n2cnnc2N1 (centres undefined)	7.5	11.2
CCOC(=O)c1ccccc1C(=O)N1CCOCCOCCOCC1	-2.6	10.9
CC1CCC(NC(=O)CNC(=O)c2cccs2)CC1 (centres undefined)	-17.0	27.5
COc1ccc(NS(=O)(=O)c2cc(NC(=O)/C=C/c3cc(OC)c(OC)c(OC)c3)ccc2N2CCCCC2)cc1	-4.8	7.2
CCCN1CCC(NCC(C)c2ccccc2)CC1 (centres undefined)	-11.3	13.9
CCC1CCCCN1CCCn1c(=S)[nH]c2ccccc2c1=O (centres undefined)	-17.8	17.4
O=C(OCc1ccc(Cl)cc1Cl)c1cccnc1Cl	-19.0	12.5
O=C(c1cc(-c2cccnc2)nc2ccccc12)N1CCN(S(=O)(=O)c2cccs2)CC1	-16.2	-5.1
O=C1c2ccccc2C(=O)N1CCc1nc(-c2ccc(Cl)cc2)no1	-10.4	7.7
Cc1n[nH]c(C)c1Sc1ccccc1N	0.0	1.6
Cc1noc(C)c1S(=O)(=O)Nc1ccc(C(=O)O)cc1	-6.8	8.9
Cc1ccc(CS(=O)(=O)Cc2ccc(C(=O)NC3CC3)o2)cc1	5.8	3.5
Cc1ccc(-n2c(O)c(C=NC3CCS(=O)(=O)C3)c3ccccc3c2=O)cc1 (centres undefined)	-15.9	14.3
COc1ccccc1NS(=O)(=O)c1ccc(O)c(C(=O)OCC(=O)N2c3ccccc3CC2C)c1 (centres undefined)	-9.9	36.4
CCOC(=O)Cc1csc(NC(=O)CSc2nnnn2-c2ccc(CC)cc2)n1	-22.2	19.9
CCCn1c(N)c(N(CCOC)C(=O)Cc2ccc(S(=O)(=O)N3CCOCC3)s2)c(=O)[nH]c1=O	-8.6	9.2

Part of the list above in order of number of heavy atoms, high to low:
SMILES	OX1R antag-1	OX1R antag-2
COc1ccc(NS(=O)(=O)c2cc(NC(=O)/C=C/c3cc(OC)c(OC)c(OC)c3)ccc2N2CCCCC2)cc1	-4.8	7.2
O=C(c1cc(-c2cccnc2)nc2ccccc12)N1CCN(S(=O)(=O)c2cccs2)CC1	-16.2	-5.1
O=C1c2ccccc2C(=O)N1CCc1nc(-c2ccc(Cl)cc2)no1	-10.4	7.7

(further entries)
SMILES	OX1R antag-1	OX1R antag-2
CN(CCc1ccccn1)C(=O)c1cccnc1Oc1ccc(Cl)cc1	-17.3	19.3
COc1ccccc1NC(=O)[C@H](COCc1ccccc1)NC(=O)OC(C)(C)C	-29.5	15.3
Cc1cc(Br)ccc1OCC(=O)NNC(=O)C(=O)Nc1ccccc1	11.2	4.4
CCN(CC)S(=O)(=O)c1ccc(OC)c(NC(=O)Cn2cnc3c2c(=O)n(C)c(=O)n3C)c1	-31.4	21.7
O=C(CSc1nc(O)cc(=O)[nH]1)C1CC1	1.2	8.0
